# Screening data from PubChem BioAssay.
# PGC1a acetyl inh: inhibitors of PGC1a acetylation signal, primary screen, cell-based, U2OS, AlphaScreen, inhibitor mode | actives 0.17% (n = 350,000) | AlphaScreen anti-acetyl-lysine; with virally co-expressed GCN5 acetyltransferase | inhibition, % at 15.6 µM | AID 651687, 2012;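 active means every replicate shows inhibition of at least 40%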;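 further: 0% = neutral control wells and 100% = positive control wells; some results beyond the cut were filed as inactive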
# PglD DTNB: C. jejuni PglD acetyltransferase inhibitors, primary screen, biochemical, DTNB colorimetric, single point. actives 0.098% (n = 360,000). AID 602405, 2012. inhibition, % at 12.5 µM. UDP-N-acetylbacillosamine N-acetyltransferase PglD (Campylobacter jejuni). purified PglD enzyme, DTNB colorimetric CoA detection; in the data active means inhibition above about 16%, passing the limit was not always enough; further: strong numbers were not always called active
# Statin myotox sup: suppressors of statin myotoxicity in C2C12 myotubes, primary screen, cell-based, single point, plate reader | C2C12 myotubes + simvastatin, ATP luminescence, 48 h; scaled: DMSO 0, geranylgeraniol control 100 | rescue of ATP level, % at 7.49 µM | actives 0.78% (n = 330,000) | AID 602340, 2012;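 active means mean ATP rescue above about 67%, or every replicate alone reaching that limit, limit read from the data, passing the limit was not always enough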;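 further: myotubes were challenged with 10 µM simvastatin during compound exposure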
# LGR2 inh: inhibitors of bursicon-induced LGR2 CRE-luciferase signal, primary screen, cell-based, HEK293, CRE-luciferase reporter, bursicon stimulation; Drosophila bursicon receptor LGR2 (rickets); inhibition, % at 9.99 µM; actives 0.35% (n = 380,000); AID 720647, 2013; bursicon-stimulated, 4 h;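 active means drop in luminescence signal, shown as inhibition above about 50% in the replicate tests, limit read from the data, passing the limit was not always enough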;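 further: agonist challenge used bursicon conditioned medium at about half maximal strength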
# PAX8 inh HTS: inhibitors of PAX8-driven TPO luciferase reporter, primary screen, RMG-I cells, single concentration. SteadyGlo, 24 h. inhibition, % at 12.6 µM. actives 1.2% (n = 360,000);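 active means mean replicate inhibition at least 60% with every replicate also reaching 60%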;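 further: luciferase light reporting Pax8 driven TPO promoter activity; plate controls were median of neutral control wells for no effect and mitoxantrone controls for full effect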
# ARNT TACC3 PPI: disruptors of ARNT/TACC3 protein interaction, primary screen, biochemical, AlphaScreen, single concentration; Transforming acidic coiled-coil-containing protein 3 (Homo sapiens), Q9Y6A5; AlphaScreen His-ARNT PAS-B/GST-TACC3 binding, luminescence; TACC3 fragment carries E629A point mutation; inhibition, % at 9.99 µM; actives 0.66% (n = 390,000); AID 623870, 2012;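 active means mean inhibition of replicates at least 50% and at least half of replicates each reaching 50%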;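 further: 0% = complete ARNT plus TACC3 wells and 100% = ARNT alone without TACC3; many hits fall short of the cut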
# Cneo AK release: Cryptococcus neoformans cell lysis inducers, primary screen, AK release luminescence, single concentration. AID 651654, 2012. actives 0.2% (n = 360,000). C. neoformans lysis, adenylate kinase release luminescence, 4 h; normalised: neutral wells 0, clomiphene wells 100. lysis activity, % at 15 µM;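 active means mean lysis activity across replicates of at least 80%, whatever share of replicates individually reach that level; inactive means mean lysis activity below 80%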
#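 read-out = cell lysis signal | test system = log-phase Cryptococcus neoformans yeast cells | input = cells at 5 × 10^6 per mL | medium = fresh YPD growth medium | signal = luminescent adenylate kinase detection reagent | timing = 4 h at 37 °C static, read 1 h later | dosing = single dose | controls = Clomiphene as positive lysis control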
# GSIS activator: GLuc luminescence reporter in INS-1E cells, primary screen for activators of glucose-dependent secretion of insulin; actives 0.61% (n = 370,000); activation, % at 16.6 µM; INS-1E GLuc reporter insulin secretion, 2-3 h;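 active means lowest replicate activation of at least 40%, so every replicate reaches that level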;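 further: 0% = median of neutral control wells and 100% = median of IBMX positive control wells; some compounds called inactive have numbers as strong as hits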
# Active calls of the source: *; . = no result given.
# The first 12 records as a preview:
SMILES,PGC1a acetyl inh,PglD DTNB,Statin myotox sup,LGR2 inh,PAX8 inh HTS,ARNT TACC3 PPI,Cneo AK release,GSIS activator
CCC(=O)N1CC(=O)N2[C@H](CO)[C@H](c3ccc(C#CC4CCCC4)cc3)[C@@H]2C1,-11,.,.,11,-5,.,.,-11
C[C@H](CO)N1C[C@H](C)[C@H](CN(C)S(=O)(=O)c2ccc(F)cc2)OCCCC[C@H](C)Oc2ccc(NC(=O)c3ccccc3)cc2C1=O,1,-1,.,17,7,-7,-1,-33
O=S(=O)(c1cccc(-c2n[nH]c(=S)o2)c1)N1CCOCC1,8,6,-2,11,-18,-4,1,-4
CN(C)CC(=O)Nc1ccc2c(c1)[C@@H]1C[C@H](CC(=O)N3CCN(C)CC3)O[C@H](CO)[C@@H]1O2,1,2,-7,-3,-19,-4,37,4
O=Cc1c(NCCCN2CCCC2=O)c2ccccc2[nH]c1=O,5,6,-4,2,15,-8,-3,1
CC(C)N(C)C1CCN(S(=O)(=O)c2ccc(-c3ccc(=O)[nH]n3)s2)CC1,1,-1,24,10,-3,-6,2,11
COCC(=O)N(C)C[C@H]1Oc2cc(-c3cncnc3)ccc2S(=O)(=O)N([C@@H](C)CO)C[C@H]1C,12,-1,.,1,.,-9,-4,29
COc1ccccc1C(=O)Nc1nnc(SCC(=O)NCc2ccco2)s1,1,-1,-7,.,.,-4,-2,.
O=C1CN(C(=O)CSc2nc3ccccc3c(=O)n2CC2CCCO2)c2ccccc2N1 (configuration not stated),-2,.,.,-3,1,.,.,-3
O=C(CN1CCOCC1)N1CCCCN2[C@H](CO)[C@@H](c3ccc(C#Cc4ccccc4F)cc3)[C@H]2C1,7,1,-27,-4,-15,5,-2,0
COc1ccccc1C(=O)C1CCCN(C(=O)c2ccccc2Cl)C1 (configuration not stated),.,-1,3,10,14,1,-1,-3
CCOc1ccc(OCC)c(NC(=O)C(NS(=O)(=O)c2ccc3c(c2)oc(=O)n3C)C(C)C)c1 (configuration not stated),9,1,6,-23,.,.,5,-6

# The whole of this part, repeating the preview:
SMILES,PGC1a acetyl inh,PglD DTNB,Statin myotox sup,LGR2 inh,PAX8 inh HTS,ARNT TACC3 PPI,Cneo AK release,GSIS activator
CCC(=O)N1CC(=O)N2[C@H](CO)[C@H](c3ccc(C#CC4CCCC4)cc3)[C@@H]2C1,-11,.,.,11,-5,.,.,-11
C[C@H](CO)N1C[C@H](C)[C@H](CN(C)S(=O)(=O)c2ccc(F)cc2)OCCCC[C@H](C)Oc2ccc(NC(=O)c3ccccc3)cc2C1=O,1,-1,.,17,7,-7,-1,-33
O=S(=O)(c1cccc(-c2n[nH]c(=S)o2)c1)N1CCOCC1,8,6,-2,11,-18,-4,1,-4
CN(C)CC(=O)Nc1ccc2c(c1)[C@@H]1C[C@H](CC(=O)N3CCN(C)CC3)O[C@H](CO)[C@@H]1O2,1,2,-7,-3,-19,-4,37,4
O=Cc1c(NCCCN2CCCC2=O)c2ccccc2[nH]c1=O,5,6,-4,2,15,-8,-3,1
CC(C)N(C)C1CCN(S(=O)(=O)c2ccc(-c3ccc(=O)[nH]n3)s2)CC1,1,-1,24,10,-3,-6,2,11
COCC(=O)N(C)C[C@H]1Oc2cc(-c3cncnc3)ccc2S(=O)(=O)N([C@@H](C)CO)C[C@H]1C,12,-1,.,1,.,-9,-4,29
COc1ccccc1C(=O)Nc1nnc(SCC(=O)NCc2ccco2)s1,1,-1,-7,.,.,-4,-2,.
O=C1CN(C(=O)CSc2nc3ccccc3c(=O)n2CC2CCCO2)c2ccccc2N1 (configuration not stated),-2,.,.,-3,1,.,.,-3
O=C(CN1CCOCC1)N1CCCCN2[C@H](CO)[C@@H](c3ccc(C#Cc4ccccc4F)cc3)[C@H]2C1,7,1,-27,-4,-15,5,-2,0
COc1ccccc1C(=O)C1CCCN(C(=O)c2ccccc2Cl)C1 (configuration not stated),.,-1,3,10,14,1,-1,-3
CCOc1ccc(OCC)c(NC(=O)C(NS(=O)(=O)c2ccc3c(c2)oc(=O)n3C)C(C)C)c1 (configuration not stated),9,1,6,-23,.,.,5,-6
Cc1ccc(-c2nc3ccccc3nc2NN)cc1,4,6,.,12,-66,31,-7,8
Cc1ccc(C2/C(=C(/O)c3ccccc3)C(=O)C(=O)N2CCN2CCOCC2)o1 (configuration not stated),2,-3,-8,.,-5,-4,0,.
COc1cc(C(=O)OCC(=O)NC2CCCC2)cc(NC(=O)c2ccco2)c1OC,-12,-7,-1,.,17,-6,-3,.
COc1ccc(S(=O)(=O)Nc2ccc3c(c2)C(=O)N([C@@H](C)CO)C[C@@H](C)[C@@H](CN(C)Cc2ccc(C(=O)Nc4ccccc4N)cc2)O3)cc1,13,0,.,13,.,-3,-1,16
c1ccc(CCCCN2C(Nc3ccccc3)=NC[C@@H]2Cc2ccccc2)cc1,-22,1,5,12,-10,0,1,5
O=C(Cn1c(=O)sc2ccccc21)Nc1ccc2c(c1)OCCO2,-2,5,1,.,-7,-5,0,-8
CN(Cc1ccccc1)C(=O)CC(=O)N(C)Cc1ccccc1,.,-6,10,-11,-9,.,1,25
COc1ccc(CN(C)C[C@@H]2Oc3ccc(NS(=O)(=O)c4cccs4)cc3C(=O)N([C@H](C)CO)C[C@@H]2C)cc1,1,.,27,-4,.,.,.,-8
Cc1nn(-c2ccccc2)c(N)c1C1(O)C(=O)Nc2ccc([N+](=O)[O-])cc21 (configuration not stated),10,1,.,0,-9,12,1,3
CCN(CC)S(=O)(=O)c1ccc(NC(=O)C(C)N(c2ccccc2)S(C)(=O)=O)cc1 (configuration not stated),-3,4,.,14,.,16,2,-20
CCC(=O)N(C)C[C@H]1Oc2cc(C#CC(C)C)ccc2S(=O)(=O)N([C@H](C)CO)C[C@@H]1C,5,-3,7,-1,.,-7,-3,-7
Nc1nc2n(c1C(=O)c1ccccc1)CCC2,-5,0,-6,.,.,15,3,.
COc1ccccc1NC(=S)NC(=O)c1c(-c2ccccc2Cl)noc1C,3,9,.,7,0,12,-3,8
# Further structures follow.
SMILES,PGC1a acetyl inh,PglD DTNB,Statin myotox sup,LGR2 inh,PAX8 inh HTS,ARNT TACC3 PPI,Cneo AK release,GSIS activator
CNC(=O)C[C@H]1CC[C@H]2[C@H](COc3ccc(NC(=O)Nc4ccccc4)cc3C(=O)N2C)O1,-7,3,14,-7,9,-3,94*,-1
COc1ccc(C(=O)NCCn2nc(C)cc2C)cc1OC1CCN(C(C)=O)CC1,5,-3,.,7,-16,-7,1,19
N#CC1=C(N)Oc2cc(O)ccc2C1c1cccs1 (configuration not stated),0,-3,20,8,.,-2,2,6
O=C(N[C@@H]1C=C[C@@H](CC(=O)N2CCN(c3ccccc3)CC2)O[C@@H]1CO)c1ccncc1,.,3,-5,-14,-9,-6,68,31
Cc1c(Cl)ccc2sc(N3CCN(C(=O)C4=COCCO4)CC3)nc12,-5,1,-9,4,-11,7,-1,-38
CC1(C(=O)Nc2ccc(F)c(Cl)c2)Cc2c(-c3ccc(C(N)=O)cc3)ccnc2O1 (configuration not stated),7,-9,-20,-5,8,.,-2,-22
N#Cc1ccc(NC(=O)Cn2cnc(S(=O)(=O)N3CCCC3)c2)cc1,-1,-2,10,-2,12,-7,6,29
Cc1ccc(NC(=O)COC(=O)C2CC3C=CC2C3)cc1S(=O)(=O)N1CCCCC1 (configuration not stated),-10,-1,.,12,-16,-7,1,-9
O=C(NCc1ccccn1)c1cc(S(=O)(=O)N2CCCCC2)ccc1Cl,.,-7,0,-7,1,-1,0,1
O=C(C[C@@H]1C=C[C@H](NC(=O)c2cccnc2)[C@@H](CO)O1)NCc1ccc(Cl)c(Cl)c1,-9,21,7,-3,-2,4,1,-10
O=C(C1CC1)N1CC(=O)N2[C@H](CO)[C@H](c3ccc(C#CC4CCCC4)cc3)[C@H]2C1,-15,.,.,-24,32,.,.,3
COc1cc(C(=O)OCCNC(=O)c2cccnc2)cc(OC)c1OC,-19,0,3,6,10,-17,16,8
COC(=O)[C@H]1[C@H](CO)[C@H]2Cn3c(ccc(-c4ccccc4OC)c3=O)[C@H]2N1CC1CCCC1,.,-1,7,-10,.,1,43,-10
O=C(Nc1ccc(F)cc1)N1CC(=O)N2[C@H](CO)[C@@H](c3ccc(-c4ccccc4)cc3)[C@H]2C1,1,.,.,-8,19,.,.,-14
Cc1csc2nc(O)c(C(=O)NC3CCCCC3C)c(=O)n12 (configuration not stated),.,3,5,-1,-10,-3,-1,3
CCCC(=O)Nc1ccc2c(c1)OC[C@@H](C)N(C(=O)c1ccccn1)C[C@H](C)[C@H](OC)CN(C)C2=O,6,3,17,-6,-3,-22,0,8
CCOc1cc(/C=N/NC(=O)c2ccccc2OCc2ccc(F)cc2)ccc1O,.,2,-7,1,12,.,8,2
Cc1ccc(NS(=O)(=O)c2ccc3c(c2)NC(=O)CO3)cc1C,-14,-7,3,7,16,3,-2,40
Cc1ccc(C(=O)COc2cc(O)c3c(=O)cc(-c4ccccc4)oc3c2)cc1,-14,11,3,-13,-20,.,1,1
Cc1csc(=Nc2cccnc2)n1CC1CCCCC1,3,.,-8,-9,11,-9,.,-3
CCOC(=O)/C(C#N)=C1/C=Cc2ccccc2N1CC,6,-8,-17,.,.,-2,-3,.
CCn1cc(C(=O)NCCOC)c(=O)c2ccc(C)nc21,-2,0,15,14,10,3,1,1
CC1(C)Cc2cccc(OCC(=O)N3CCN(c4cccc(C(F)(F)F)c4)CC3)c2O1,.,-7,16,18,0,-3,0,-25
O=C1C=C(c2ccc3c(c2)OCO3)C[C@@H](c2ccc3c(c2)OCO3)C1,0,-3,15,17,-32,2,0,6
O=C(CN(c1ccccc1)S(=O)(=O)c1ccc(F)cc1)NCc1cccs1,-1,-2,-5,-2,-4,-1,-1,10
# Further entries follow.
SMILES,PGC1a acetyl inh,PglD DTNB,Statin myotox sup,LGR2 inh,PAX8 inh HTS,ARNT TACC3 PPI,Cneo AK release,GSIS activator
Cc1cc(C)n2cc(CSc3nnc(N)s3)nc2n1,.,4,1,.,.,0,0,.
CCC(=O)NC(=S)Nc1cccc(C(C)=O)c1,0,-1,-14,7,.,-2,2,16
CC(C)(C)c1ccc(Cc2n[nH]c(=S)[nH]c2=O)cc1,-17,-8,16,4,32,-13,5,12
O=C(O)CCc1ccc(-c2cccs2)n1CC(=O)Nc1ccccc1C(F)(F)F,14,.,.,-6,13,.,.,-10
COc1cc(/C=C2\S/C(=N/S(=O)(=O)Cc3ccccc3)NC2=O)c([N+](=O)[O-])cc1OC,9,0,9,8,-9,14,3,-17
O=C(O)CNC(=O)c1ccc(NC(=O)/C(=C/c2ccccc2)NC(=O)c2ccccc2)cc1,-5,-6,-2,-13,-11,1,-3,23
COc1cccc(C(=O)OCC(=O)c2ccc(S(=O)(=O)N3CCCCC3)cc2)c1OC,.,5,-9,26,9,0,0,17
CSc1ncccc1C(=O)Nc1ccncc1,.,-3,12,24,-18,0,2,-4

# The order is random, and some 2.9% of all compounds hit somewhere here.
